Screening results: PubChem, several laboratories
PriA SSB inh – K. pneumoniae PriA-SSBct interaction inhibition | AlphaScreen SSBct-PriA binding, biotinylated peptide | inhibition, % at 33 µM | hit rate 0.6% among 430,000; in the data active means inhibition mostly above about 37%, no sharp cut-off; inactive means mostly below about 20%;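 further: plate controls were negative control peptide for no effect and reference peptide for full effect; strong numbers were not always called active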
BoNT F protease – BoNT F light chain protease inhibition; Multiplex microsphere protease cleavage assay, flow cytometry; inhibition, % at 10 µM; hit rate 0.22% among 360,000; AID 588497; in the data active means inhibition above about 35%, passing the limit was not always enough; inconclusive means no clear call, values can overlap the other calls; further: plate controls were buffer without enzyme for full effect and enzyme alone for no effect
Rv3671c inh – inhibitors of M. tuberculosis serine protease Rv3671c. P9WHR9. AID 2606. hit rate 0.048% among 320,000. inhibition, % at 5.96 µM; in the data active means inhibition above about 38%;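 further: extracellular domain of Rv3671c used as enzyme; 0% = enzyme with DMSO and 100% = no enzyme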
Target sequence (P9WHR9 whole entry, looked up, the tested form may be a part): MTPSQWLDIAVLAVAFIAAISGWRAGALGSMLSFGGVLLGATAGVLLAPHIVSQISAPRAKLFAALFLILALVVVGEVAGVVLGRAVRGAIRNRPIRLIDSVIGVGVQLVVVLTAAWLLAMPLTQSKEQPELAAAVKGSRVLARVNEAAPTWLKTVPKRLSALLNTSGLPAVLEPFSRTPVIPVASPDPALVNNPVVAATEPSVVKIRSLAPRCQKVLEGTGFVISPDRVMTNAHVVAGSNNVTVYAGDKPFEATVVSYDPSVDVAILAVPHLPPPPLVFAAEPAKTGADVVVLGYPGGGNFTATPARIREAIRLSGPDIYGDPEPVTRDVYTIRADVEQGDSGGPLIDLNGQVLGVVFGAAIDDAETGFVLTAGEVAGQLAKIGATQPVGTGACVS
PrPC TRFRET – inhibitors of human cell surface prion protein PrPC; P04156; TR-FRET read-out; inhibition, % at 13.8 µM; hit rate 0.43% among 370,000; AID 720596; in the data active means inhibition above about 24%; further: 0% = median of the test wells and 100% = reference compound wells
SARS 3CLpro inh – SARS-CoV 3CLpro protease inhibition | P0C6X7 | recombinant SARS-CoV 3CLpro, quenched FRET peptide cleavage | inhibition, % at 6 µM | hit rate 0.14% among 290,000; in the data active means inhibition above about 12%
MazEF act – MazEF (E. coli) toxin RNase activation; P0AE70; FAM/BHQ RNA-DNA oligo cleavage fluorescence, 5 h; activation, % at 20 µM; hit rate 0.32% among 350,000; AID 504720; in the data active means activation above about 50%
Target sequence (P0AE70 whole entry, looked up): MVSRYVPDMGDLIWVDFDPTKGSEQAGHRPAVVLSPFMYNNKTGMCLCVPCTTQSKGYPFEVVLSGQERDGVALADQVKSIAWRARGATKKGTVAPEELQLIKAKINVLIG
CCHF vOTU inh – blocks the CCHF virus ovarian tumor domain protease; CCHFV vOTU protease, Pep-AMC fluorescence; inhibition, % at 11.5 µM; hit rate 0.55% among 370,000; in the data active means inhibition above about 30%; further: 0% = vehicle wells with enzyme and 100% = no enzyme wells
BoNT A protease – BoNT A light chain protease inhibition; multiplex microsphere protease substrate cleavage, flow cytometry; inhibition, % at 10 µM; hit rate 0.17% among 360,000; AID 588499; further: plate controls were buffer without enzyme for full effect and enzyme alone for no effect
VHR inh abs – DUSP3 (human) phosphatase inhibition; hit rate 0.52% among 290,000; recombinant VHR phosphatase, pNPP absorbance; inhibition, % at 13.3 µM; AID 1654; P51452; in the data active means inhibition above about 50%; further: some compounds called inactive have numbers as strong as hits
Target sequence (P51452 whole entry, looked up): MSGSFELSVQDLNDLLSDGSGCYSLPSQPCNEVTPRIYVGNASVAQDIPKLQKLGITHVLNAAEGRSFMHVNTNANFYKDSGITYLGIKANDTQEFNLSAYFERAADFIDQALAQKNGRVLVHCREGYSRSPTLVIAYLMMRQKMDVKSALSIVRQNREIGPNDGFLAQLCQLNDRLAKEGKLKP
Anthrax LF inh2 – anthrax lethal factor protease inhibition; P15917; multiplex microsphere protease cleavage assay, LF; inhibition, % at 10 µM; hit rate 0.12% among 360,000; AID 588501; further: plate controls were buffer without enzyme for full effect and enzyme alone for no effect
* = called active by the depositor; i = inactive; ? = inconclusive; . = not tested or not shown; & = joins results of further samples. Unless noted, no stated cut-off is given here; in the data, active means inhibition above about 30%; inconclusive means no clear call, values can overlap the other calls; inactive means below that. The list is partial; the hit share may differ from the screen's.

SMILES	PriA SSB inh	BoNT F protease	Rv3671c inh	PrPC TRFRET	SARS 3CLpro inh	MazEF act	CCHF vOTU inh	BoNT A protease	VHR inh abs	Anthrax LF inh2
N#CCC(=O)Nc1ccc(C(=O)Nc2cccnc2)cc1	-15.6	1.0	-8.3	-0.9	-2.1	0.5	-2.0	-0.8	9.6	1.1
Oc1ccc2oc3c(c2c1/C=N/n1cnnc1)CCCC3	.	-11.0	-8.2	0.9	0.7	0.1	-5.2	?	1.5	-1.1
COCCNC(=O)C/C(C)=N/NC(=O)C(=O)NC1CCCCC1	.	-11.3	-5.0	-4.9	4.0	6.5	10.3	-1.9	20.4	10.0
N#CCCn1nc2c(c1N)CCC2	-2.8	-2.2	.	3.9	.	-0.7	1.6	0.8	.	3.6
CCOc1cc(/C=C/C(=O)O)ccc1OCCOc1ccc(F)cc1	3.4	6.1	0.6	1.8	2.1	4.5	5.7	-0.3	-28.8	3.7
CC(=O)c1cnn(-c2ccccc2)c1C	-6.1	5.1	-1.3	-0.4	1.5	2.8	4.6	-0.3	2.3	-4.5
COc1cc(C(=O)Nc2ccc([N+](=O)[O-])cn2)cc(OC)c1OC	-4.7	-9.3	-4.1	-22.9	2.6	-2.5	-7.8	-1.8	4.6	-9.5
CCOc1ccc(C(=O)NCC2OCCc3ccccc32)cc1 (centres undefined)	-6.9	-8.7	-0.3	3.5	-2.9	-3.1	6.5	-0.2	-5.3	1.7
COc1cccc(N2CCN(S(=O)(=O)c3ccc(-c4coc(C)n4)cc3)CC2)c1	-3.2	-1.8	5.4	-3.0	7.4	5.1	14.0	-1.6	1.3	-2.2
CCN(Cc1ccncc1)C(=O)c1ccco1	10.3	11.2	-1.1	1.5	4.3	-1.1	-6.4	0.6	8.5	1.0
Cc1cccc(N2C(=O)/C(=C/c3ccccn3)SC2=S)c1	5.7	.	-6.9	-5.4	5.7	-5.1	-2.3	.	20.4	.
Cc1cc(C)nc(SCC(=O)Nc2ncc3c(n2)CC(C)(C)CC3=O)n1	-16.0	-2.9	-2.4	1.4	1.9	5.4	-4.4	-1.2	20.8	0.0
Cn1c(=O)oc2cc(S(=O)(=O)NCc3ccncc3)ccc21	-11.8	-0.3	1.0	16.0	4.5	-33.2	10.9	1.4	8.4	-5.2
CCCCCc1nc2c(c(=O)c3ccccc3n2C)c(=O)n1Cc1ccc(OC)cc1	-12.4	?	-2.9	-5.9	-1.2	-5.3	-7.5	?	32.8	13.2
CNC(=S)N1CCc2cc(OC)c(OC)cc2C1COc1ccc(F)cc1 (centres undefined)	-6.8	-3.6	5.6	0.9	4.9	2.0	-3.5	-0.3	14.0	-1.1
Cc1nnsc1C(=O)N1CCN(c2cc(C(F)(F)F)ccn2)CC1	-5.4	?	-3.2	-1.9	0.2	4.0	-5.5	-1.8	13.3	12.1
COc1ccc(OC)c(C(=O)N2CCC(n3nccc3NC(=O)CC(C)C)CC2)c1	4.6	1.7	3.2	4.2	8.0	11.6	-1.0	3.2	9.7	2.5
C=CCN(Cc1nc(-c2cc(OC)c3c(c2)OCO3)oc1C)C1CCS(=O)(=O)C1 (centres undefined)	-12.3	-5.0	0.9	-2.6	5.3	-0.5	9.7	0.1	20.8	-1.3
O=C(NCC1CCCO1)c1onc(CSc2ccccc2F)c1C(=O)O (centres undefined)	-6.3	-8.4	1.6	1.4	2.6	6.5	-3.2	0.2	24.6	0.0
O=C(NCCOc1nc(N2CCCCC2)nc(N2CCOCC2)n1)Nc1ccccc1	-5.2	1.6	-14.4	-7.2	6.2	-4.2	5.0	0.9	23.9	-1.9
CC(C)[C@@H](N)C(=O)N/N=C/c1ccc2nccnc2c1	i	?	7.4	-8.7	-3.6	0.8	-2.8	-3.3	16.5	-12.9
O=C1C=C(O)c2cccc3cccc1c23	7.1	11.9	-5.9	10.6	-2.4	-58.5	10.8	2.7	4.1	-11.7
CC(C)(C(=O)N1CCC1(C)C(=O)NS(=O)(=O)c1cccc(Cl)c1)c1ccccc1 (centres undefined)	.	7.0	.	-2.1	.	.	3.3	-0.2	.	-6.6
Cc1ccc(N=Nc2c(C)[nH]n(-c3ccccc3)c2=O)c(C)c1	-5.4	-6.7	-1.7	-0.5	2.0	7.4	-7.1	-0.3	-31.2	-8.2
O=c1c2cc3c(cc2[nH]c(=S)n1C1CCN(Cc2ccccc2)CC1)OCO3	-2.0	0.5	-2.9	-9.7	-0.2	0.4	-3.7	-0.3	1.2	0.7
The listing continues.
SMILES	PriA SSB inh	BoNT F protease	Rv3671c inh	PrPC TRFRET	SARS 3CLpro inh	MazEF act	CCHF vOTU inh	BoNT A protease	VHR inh abs	Anthrax LF inh2
CCC1(C(=O)c2ccccc2)C(c2cccc([N+](=O)[O-])c2)C1(C(=O)OC)C(=O)OC (centres undefined)	3.5	-3.6	-10.8	-4.7	4.6	-5.7	7.8	-0.2	-14.8	-1.6
Cc1ccc(N(CC2CO2)S(=O)(=O)c2ccc([N+](=O)[O-])cc2)cc1 (centres undefined)	12.5	-1.8	4.6	-13.5	-0.2	4.5	13.2	-1.5	15.8	-2.5
CCCCOc1ccc(Nc2cc(Cl)ccc2C(=O)O)cn1	2.1	-31.8	-4.3	-3.8	7.9	1.3	36.9*	-0.4	19.7	5.7
C=CCNC(=O)N1CCC(n2nccc2NC(=O)CCCc2ccccc2)CC1	-2.2	-6.1	-0.8	-4.1	-1.0	0.8	-6.2	0.3	55.6*	-1.5
CCCC(c1nnnn1CCOC)N(Cc1cc2cc(C)c(C)cc2[nH]c1=O)CC1CCCO1 (centres undefined)	-15.4	-1.0	-5.2	1.5	-24.4	6.7	20.7	0.1	4.9	1.0
O=C(O)c1cc(C2CC2)nn1-c1ccccc1	4.0&-13.2	0.3	5.7	1.0	-5.5	5.8	-6.9	0.2	35.2	6.0
COc1ccc(CC(=O)Nc2ccccc2C(=O)NCCc2ccccc2)cc1	-18.4	18.5	-6.0	-3.0	8.0	0.7	-0.2	3.3	-1.9	5.8
CCOC(=O)Cc1csc(SCC(=O)Nc2cccc(Cl)c2)n1	-18.9	-11.8	-6.7	1.4	-4.6	-11.7	2.3	-1.0	-8.1	2.9
CCN(CC)C(=O)CSc1nnc(-c2c[nH]c3ccccc23)o1	-26.9	.	-5.3	-0.7	-0.1	10.6	-16.8	.	20.0	.
CCC(=O)N1CCN(c2ccc(Cl)cc2NC(=O)Cc2ccc(Cl)cc2)CC1	1.1	-8.3	-0.1	0.6	4.1	1.6	-8.5	-0.8	-19.0	-4.6
Cn1nnnc1SCCNC(=O)C1CCC(=O)N(Cc2ccc(Cl)cc2)C1 (centres undefined)	-4.5	12.8	4.2	4.5	-0.6	2.2	2.8	-1.2	22.9	-1.9
Cc1ccc(-c2ccc(C(=O)O)c(C)n2)cc1	-1.8	-5.8	-4.6	0.5	2.2	-6.5	2.9	-0.3	-2.2	3.4
CS(=O)(=O)N(CC(=O)N1CCN(c2cccc(Cl)c2)CC1)c1ccccc1	5.3	-23.2	2.6	-1.5	0.6	2.0	-4.3	-1.7	5.6	-8.3
O=C(c1ccc(C23CC4CC(CC(C4)C2)C3)o1)N1CCOCC1	-1.7	-4.8	1.7	-2.7	-0.6	5.6	-1.2	0.9	-0.5	-6.0
Cc1ccc(C(=O)NCCc2nnc3ccc(SCC(=O)NCc4ccc(F)cc4)nn23)cc1	-5.4	9.5	-5.0	-10.2	1.6	-10.2	6.1	1.3	57.1*	-0.4
CCc1ccccc1NC(=O)CN(C)C(=O)CN1C(=O)NC2(CCCCCC2)C1=O	1.8	-0.1	1.7	-0.8	-0.8	0.4	-8.1	0.7	4.0	2.0
CCOC(=O)c1c(C)[nH]c(C(=O)N(C)CC(=O)Nc2ccc(OCC)c(OCC)c2)c1C	.	0.8	.	1.4	.	-3.1	5.5	-0.2	.	3.4
COc1ccc([C@H]2[C@@H]3C=CCC[C@@]3(C)C(=O)N2Cc2ccccc2)cc1Cl	-6.6	-2.6	-5.5	-2.2	.	1.6	-8.9	0.2	3.5	-4.4
Cc1cc(C)cc(N(C(=O)Cc2cccs2)C(C(=O)NC2CCCC2)c2ccc(C)o2)c1 (centres undefined)	-2.4	-12.0	-6.3	-2.4	-3.5	2.3	-10.1	-2.2	-9.6	-3.9
CCOc1ccc(CNCc2cccnc2)cc1	-25.7	-3.3	2.8	-6.2	-1.1	4.8	-9.1	-0.1	3.3	-1.3
CC(NC(=O)COC(=O)c1cc(Cl)nc(Cl)c1)c1ccccc1 (centres undefined)	-7.7	0.0	-0.5	1.4	2.6	3.9	5.9	0.1	9.0	-0.8
CCc1cc2c(SCC(=O)Nc3ncc(Cl)c(C)c3Cl)ncnc2s1	-5.0	-2.2	0.6	0.7	-1.6	15.2	-0.5	-0.1	-18.5	1.4
Cn1c2ccccc2c(=O)c2ccc(NCCc3cccs3)cc21	-2.1	13.6	-13.2	12.5	.	-12.4	-73.1	5.2	.	4.8
CCOC(=O)C1=C(N)Oc2c(oc(CO)cc2=O)C1c1ccc(F)c(F)c1 (centres undefined)	-10.1	4.3	-3.2	-4.3	-5.2	6.2	-0.2	0.3	0.9	-2.3
CC(Sc1nc2ccccc2n1C)C(=O)NC(c1ccccc1)c1ccccc1 (centres undefined)	-14.0	1.1	-1.7	5.6	0.8	0.1	2.2	0.3	13.3	-2.5

An excerpt from above, limited to PriA SSB inh:
Structure	PriA SSB inh
CCC(=O)N1CCN(c2ccc(Cl)cc2NC(=O)Cc2ccc(Cl)cc2)CC1	1.1
Cn1nnnc1SCCNC(=O)C1CCC(=O)N(Cc2ccc(Cl)cc2)C1 (centres undefined)	-4.5
Cc1ccc(-c2ccc(C(=O)O)c(C)n2)cc1	-1.8
CS(=O)(=O)N(CC(=O)N1CCN(c2cccc(Cl)c2)CC1)c1ccccc1	5.3

(next part)
SMILES	PriA SSB inh	BoNT F protease	Rv3671c inh	PrPC TRFRET	SARS 3CLpro inh	MazEF act	CCHF vOTU inh	BoNT A protease	VHR inh abs	Anthrax LF inh2
OC(c1ccccc1)c1ncc(-c2ccc(C(F)(F)F)cc2)[nH]1 (centres undefined)	.	1.1	.	7.7	.	.	8.5	0.1	.	-2.1
Cc1ccc(-n2c(CNCc3ccc(F)cc3)nc3ccccc3c2=O)cc1	4.1	-16.3	.	0.2	3.6	-14.9	10.2	-4.5	19.3	-10.7
COc1ccc(N(CC(=O)NCc2ccc(Cl)cc2)S(=O)(=O)c2ccccc2[N+](=O)[O-])c(OC)c1	-14.4	-1.0	-7.7	2.0	2.5	4.2	5.7	-0.2	1.9	-5.6
CN(C)S(=O)(=O)c1cccc(NC(=O)c2cc([N+](=O)[O-])ccc2N2CCCCC2)c1	2.4	2.9	-19.1	-21.2	.	5.1	8.4	1.4	.	-2.2
CC1(C(=O)NS(=O)(=O)c2ccc(Cl)s2)CCN1C(=O)C1(c2ccc(Cl)cc2)CCC1 (centres undefined)	.	3.3	.	5.7	.	.	11.4	0.0	.	-0.3
O=c1[nH]c(=O)n(C2OC(CO)C(O)C2O)cc1N1CCOCC1 (centres undefined)	-21.4	-12.3	.	-1.7	.	11.6	-11.0	-0.5	.	-3.6
Cc1ccc(N2CC(C(=O)NCc3n[nH]c(=O)c4ccccc34)CC2=O)cc1C (centres undefined)	-5.7	?	11.1	5.3	.	2.5	2.3	6.0	.	-0.4
CC(C)(C)OC(=O)N1CSC[C@H]1C(=O)NC[C@H](CC(=O)O)c1ccc(Cl)cc1	1.2	-2.5	-1.8	-2.3	-4.8	2.2	7.5	-0.8	17.0	22.9
CN(Cc1nc(-c2ccc(Cl)cc2)no1)C(=O)CCN1C(=O)[C@H]2CC=CC[C@H]2C1=O	-6.5	-15.3	5.1	4.1	0.5	2.1	-6.8	-1.8	14.2	-2.2
